LGR2 antag: inhibitors of bursicon-induced Drosophila LGR2 receptor cAMP signaling | HEK293 LGR2, CRE-luciferase, bursicon-stimulated, 4 h | 380,000 tested, 0.35% active | inhibition, % at 9.99 µM;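 active = drop in luminescence signal, shown as inhibition above about 50% in the replicate tests, limit read from the data, passing the limit was not always enough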;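 note: agonist challenge used bursicon conditioned medium at about half maximal strength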
PglD DTNB: inhibitors of Campylobacter jejuni PglD acetyltransferase; purified PglD enzyme, DTNB colorimetric CoA detection; inhibition, % at 12.5 µM; 360,000 tested, 0.098% active; in the data active = inhibition above about 16%, passing the limit was not always enough; note: strong numbers were not always called active
Statin myotox sup: suppressors of simvastatin-induced myotoxicity in C2C12 myotubes; ATP luminescence, 48 h; scaled: DMSO 0, geranylgeraniol control 100; 330,000 tested, 0.78% active; rescue of ATP level, % at 7.49 µM; AID 602340;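 active = mean ATP rescue above about 67%, or every replicate alone reaching that limit, limit read from the data, passing the limit was not always enough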;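 note: myotubes were challenged with 10 µM simvastatin during compound exposure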
PGC1a acetyl inh: lowers PGC1a acetylation signal in U2OS cells; AID 651687; AlphaScreen anti-acetyl-lysine; with virally co-expressed GCN5 acetyltransferase; inhibition, % at 15.6 µM; 350,000 tested, 0.17% active;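 active = every replicate shows inhibition of at least 40%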;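 note: 0% = neutral control wells and 100% = positive control wells; some results beyond the cut were filed as inactive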
ARNT-TACC3 inh: disrupts binding between human ARNT and TACC3; 390,000 tested, 0.66% active; inhibition, % at 9.99 µM; AlphaScreen His-ARNT PAS-B/GST-TACC3 binding, luminescence; TACC3 fragment carries E629A point mutation;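 active = mean inhibition of replicates at least 50% and at least half of replicates each reaching 50%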;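 note: 0% = complete ARNT plus TACC3 wells and 100% = ARNT alone without TACC3; many hits fall short of the cut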
Cneo AK release: Cryptococcus neoformans lysis via adenylate kinase release. C. neoformans lysis, adenylate kinase release luminescence, 4 h; normalised: neutral wells 0, clomiphene wells 100. lysis activity, % at 15 µM. 360,000 tested, 0.2% active. AID 651654;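 active = mean lysis activity across replicates of at least 80%, whatever share of replicates individually reach that level; inactive = mean lysis activity below 80%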
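Schedule: static 4 h at 37 °C with compound, 1 h detection; system: C. neoformans cells; benchmarks: Clomiphene as positive control; buffer or medium: fresh YPD medium; measure: luminescence rise reflecting yeast cell lysis; measured by: luminescent adenylate kinase detection reagent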
PAX8 inh HTS: PAX8 transcriptional activity inhibition; inhibition, % at 12.6 µM; RMG-I TPO-luciferase reporter, SteadyGlo, 24 h; 360,000 tested, 1.2% active;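 active = mean replicate inhibition at least 60% with every replicate also reaching 60%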;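 note: luciferase light reporting Pax8 driven TPO promoter activity; plate controls were median of neutral control wells for no effect and mitoxantrone controls for full effect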
GSIS activator: primary screen for activators of insulin secretion dependent on glucose, INS-1E cells, GLuc reporter luminescence; activation, % at 16.6 µM; INS-1E GLuc reporter insulin secretion, 2-3 h; 370,000 tested, 0.61% active; AID 743287;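 active = lowest replicate activation of at least 40%, so every replicate reaches that level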;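 note: 0% = median of neutral control wells and 100% = median of IBMX positive control wells; some compounds called inactive have numbers as strong as hits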
Active calls of the source: *; . = no result given; & = joins results of further samples. This is a random part of the collection; 2.9% or so of the library scored in one or more.

molecule	LGR2 antag	PglD DTNB	Statin myotox sup	PGC1a acetyl inh	ARNT-TACC3 inh	Cneo AK release	PAX8 inh HTS	GSIS activator
N#Cc1c(C(F)(F)F)cc(Cc2ccccc2)nc1SCC(=O)NCC(=O)O	17.3	.	.	.	-10.3	.	-4.4	-18.0
Cc1nc2ccccc2c2oc(C(=O)NCCCN3CCC(C)CC3)cc12	-13.2	6.1	10.8	.	6.1	-2.6	.	8.9
CCOc1ccc(N(C)S(=O)(=O)c2ccc(C)c(C(=O)NCc3cccs3)c2)cc1	-15.4	-1.9	0.3	-7.5	.	-0.3	16.1	-30.4
CCN1CCN(c2ccc(S(=O)(=O)N3CCCCC3)cc2NC(=O)c2cccc(NC(C)=O)c2)CC1	4.3	.	-11.4	.	4.2	.	2.8	1.1
COC(=O)CC1C(=O)NCCN1C(=S)NC(=O)CCc1ccccc1 (stereo not drawn)	-6.7	.	-1.6	0.7	-6.2	.	21.5	14.5
CC1(C)CC(N=C2C([N+](=O)[O-])=CC=C3C2=NC2(CCCCC2)N3O)CC(C)(C)N1	4.1	-1.2	-1.6	17.7	.	5.9	8.2	-7.1
CCN(Cc1ccccc1)C(=O)CN1C(=O)NC2(CC(C)CC(C)(C)C2)C1=O (stereo not drawn)	-14.2	-3.5	-4.8	.	-0.4	0.7	8.7	-40.6
NC(=O)c1ccsc1NC(=O)CCc1ccccc1	-30.1	1.7	4.6	3.5	-0.5	-2.1	-84.7	-1.6
CCNC(=O)O/N=C1\CCCCC1c1ccc([N+](=O)[O-])cc1[N+](=O)[O-] (stereo not drawn)	-6.8	-139.2	4.3	-2.7	8.2	-0.1	2.2	-8.7
O=C1C(=O)N(CC2CCCO2)C(c2ccccc2[N+](=O)[O-])/C1=C(/O)c1ccccc1 (stereo not drawn)	-32.0	0.9	1.2	1.8	1.3	1.3	10.1	-11.0

A draw from above in order of SMILES length, rising.
molecule	LGR2 antag	PglD DTNB	Statin myotox sup	PGC1a acetyl inh	ARNT-TACC3 inh	Cneo AK release	PAX8 inh HTS	GSIS activator
Cc1nc2ccccc2c2oc(C(=O)NCCCN3CCC(C)CC3)cc12	-13.2	6.1	10.8	.	6.1	-2.6	.	8.9
N#Cc1c(C(F)(F)F)cc(Cc2ccccc2)nc1SCC(=O)NCC(=O)O	17.3	.	.	.	-10.3	.	-4.4	-18.0
CCN1CCN(c2ccc(S(=O)(=O)N3CCCCC3)cc2NC(=O)c2cccc(NC(C)=O)c2)CC1	4.3	.	-11.4	.	4.2	.	2.8	1.1

Looked up above.
In Statin myotox sup, CCOc1ccc(N(C)S(=O)(=O)c2ccc(C)c(C(=O)NCc3cccs3)c2)cc1 has 0.3
In GSIS activator, N#Cc1c(C(F)(F)F)cc(Cc2ccccc2)nc1SCC(=O)NCC(=O)O has -18.0
In GSIS activator, COC(=O)CC1C(=O)NCCN1C(=S)NC(=O)CCc1ccccc1 (stereo not drawn) has 14.5
In Statin myotox sup, CCN(Cc1ccccc1)C(=O)CN1C(=O)NC2(CC(C)CC(C)(C)C2)C1=O (stereo not drawn) has -4.8
In Statin myotox sup, CCN1CCN(c2ccc(S(=O)(=O)N3CCCCC3)cc2NC(=O)c2cccc(NC(C)=O)c2)CC1 has -11.4

Further compounds follow.
molecule	LGR2 antag	PglD DTNB	Statin myotox sup	PGC1a acetyl inh	ARNT-TACC3 inh	Cneo AK release	PAX8 inh HTS	GSIS activator
Cc1ccc(-c2cc(=O)[nH]c(NCc3ccccc3)n2)cc1	-4.5	-3.3	3.7	.	-4.7	0.8	1.7	0.6
CCOc1ccc(/C=N/O)cc1	-10.2	-6.1	-6.8	.	23.4	-7.6	-21.5	-0.7
O=C(NCC1CCCO1)/C(=C\c1cccc([N+](=O)[O-])c1)NC(=O)c1ccccc1 (stereo not drawn)	-3.2	.	.	2.9	-0.7	.	4.9	22.9
O=C(CN1CCN(C(=O)N2CCOCC2)CC1)Nc1ccc(Br)cc1	.	-0.8	.	-9.8	-2.4	1.0	.	.
CCN(CC)C(=O)C1=C(C)N(CCCOC)C(=O)C(CC(=O)NC2CCCC2)C1 (stereo not drawn)	9.3	11.0	-3.8	-1.0	.	-0.5	1.9	25.2
CC(=O)Nc1ccc(C(=O)CSc2cc(C)c3cccc(C)c3n2)cc1	17.8	-1.4	.	4.1	8.3	0.0	122.7*	2.6
Cc1cc(CSc2ccccc2)ccc1NC(=O)COc1ccccc1	.	-7.1	14.1	-41.8	-3.6	-0.6	-34.3	.
CCc1ccc(NC(=S)Nc2cc(OC)c(NC(=O)C(C)C)cc2OC)cc1	-44.8	.	.	-5.3	10.6	.	-15.5	6.9
COc1ccccc1OCC(=O)Nc1cc(Cl)ccc1Oc1ccccc1	-10.9	1.7	24.5	0.2	-4.9	1.8	0.2	-3.5
CC1=CC2=C(OC1N(C)C)c1cccc3cccc(c13)C2=O (stereo not drawn)	.	-3.2	7.4	.	-8.4	-1.3	.	.
FC(F)(F)c1cccc(CON=C2CCN(c3ncc(C(F)(F)F)cc3Cl)CC2)c1	.	-3.3	-6.8	5.3	-15.6	2.2	.	.
COc1cc2c(cc1OC)C(c1ccncc1)CC(=O)N2 (stereo not drawn)	7.1	.	.	3.8	-7.5	.	.	7.7
COc1cc(/C=N/NC(=S)NCCc2ccccc2)cc(OC)c1OC	-7.2	-3.8	-9.4	-11.9	.	-0.6	-11.6	-0.8
COc1ccc(S(=O)(=O)Nc2ccc3c(c2)CC(=O)N([C@@H](C)CO)C[C@H](C)[C@@H](CN(C)S(=O)(=O)c2ccc(Cl)cc2)O3)cc1	-3.7	-0.6	17.4	-3.0	16.5	-3.1	-5.1	-1.5
C[C@H]1CCCCO[C@H](CN(C)C(=O)Cc2ccccc2)[C@@H](C)CN([C@@H](C)CO)C(=O)c2cc(NS(=O)(=O)c3ccc(Cl)cc3)ccc2O1	6.8	-1.3	.	5.6	.	-1.2	47.5	-14.6
CCn1c(SC(C)C(=O)Nc2ccc3c(c2)OCCO3)nnc1C1CC1 (stereo not drawn)	.	0.7	-1.6	3.0	-9.5	-1.6	1.7	.
Cc1cc(OCC(=O)OCC(=O)c2ccc[nH]2)ccc1Cl	-12.5	0.6	-5.4	.	1.6	1.2	-4.8	19.0
C[C@@H]1CN([C@@H](C)CO)S(=O)(=O)c2ccc(C#Cc3ccncc3)cc2O[C@@H]1CN(C)CC1CC1	-1.5	0.2	17.6	-6.0	1.3	-0.4	.	13.6
COC(=O)CNC(=O)c1cc(-c2ccncc2)nc2ccccc12	-1.5	2.6	7.8	-11.3	.	0.4	9.4	11.0
O=C(CSc1nnc(CNC(=O)c2ccc(F)cc2)o1)NCc1ccc(F)cc1	6.1	-6.0	.	2.1	-1.0	-0.3	.	11.7
Cc1ccc(S(=O)(=O)N(C)C[C@@H]2Oc3ccc(NC(=O)CCCN(C)C)cc3CC(=O)N([C@@H](C)CO)C[C@H]2C)cc1	0.2	-1.5	1.4	-2.1	15.8	0.0	0.8	-4.1
O=C(CCl)N1CCN(C(=O)C2COc3ccccc3O2)CC1 (stereo not drawn)	-2.8	1.8	17.6	-1.2	-27.9	0.3	-0.9	.
Cc1cc(C(=O)NNC(=O)c2ccc(Cl)c(S(N)(=O)=O)c2)c(C)o1	5.7	-3.2	-4.3	5.3	-5.7	0.0	.	18.4
CCOCCCNC(=O)CCN1C(=O)c2ccccc2Sc2ncccc21	10.2	-5.4	3.4	-8.0	-3.7	1.3	-4.2	.
CN(C)c1ccc(P(=O)(Nc2cccc(C(F)(F)F)c2)N2CCOCC2)c(NC(=O)c2cccs2)c1 (stereo not drawn)	2.8	-15.1	-6.3	0.5	.	0.9	5.6	2.0
Cc1ccc(-c2noc(CN3CCN(Cc4ccccc4)CC3)n2)cc1	-30.3	-0.8	2.6	1.5	2.0	-0.9	.	0.5
CCOC(=O)C(=O)Nc1cc(C)on1	4.0	.	.	.	-2.6	.	2.5	-8.2
Cc1ccc(S(=O)(=O)N(C)C[C@H]2Oc3ncc(Br)cc3C(=O)N([C@H](C)CO)C[C@@H]2C)cc1	-0.5&-10.8	-4.9&-3.5&1.3	-4.2&6.1&-6.1	-10.2&-7.3&-7.0	-4.3&4.0	1.1&-3.1&7.2	8.2&5.2	6.1&-4.2
CSc1nc(N2CCOCC2)cc(N2CCOCC2)n1	10.3	.	.	-12.2	.	.	1.2	56.9
CCS(=O)(=O)Nc1ccc2c(c1)C(=O)N(C)[C@H]1CC[C@H](CC(=O)N3CCN(C)CC3)O[C@@H]1CO2	14.0	1.8	-9.6	4.8	10.9	-4.4	-11.3	-0.1
O=C(C[C@@H]1C[C@H]2c3cc(NC(=O)Nc4ccccc4F)ccc3O[C@H]2[C@H](CO)O1)NCc1ccncc1	11.9	-1.1	2.5	2.5	-9.3	-3.3	8.2	3.4
CN(Cc1ccccc1)C(=O)c1ccccc1NC(=O)C1=CSCCO1	1.0	-2.2	6.0	18.3	10.6	-1.9	1.8	-6.2
Cc1[nH]c2ccccc2c1C(=O)CSc1ccc(Cl)cc1	-23.7	-4.6	-4.1	-17.0	-0.2	0.5	-44.7	-2.6
O=C(NCCc1ccc(Cl)cc1)c1ccc2ccccc2n1	-30.9	1.5	6.3	14.2	7.1	0.3	-8.4	-4.1
CCS(=O)(=O)Nc1ccc2c(c1)C(=O)N(C)[C@H]1CC[C@@H](CC(=O)OC)O[C@H]1CO2	15.5	7.6	12.7	-1.3	.	-2.4	-29.6	13.5
COC(=O)C1CCN(C(=O)COC(=O)Cc2c[nH]c3ccccc23)CC1	.	3.3	8.7	6.6	-4.0	1.0	.	.
CCOC(=O)c1cnc2nc(Cc3ccccc3)[nH]n2c1=O	.	-1.7	-0.5	2.0	-1.0	-2.1	.	.
COC(=O)COc1ccc(=O)n(-c2ccccc2)n1	.	-6.3	-13.4	9.7	-3.9	0.0	1.7	.
CC(=O)Nc1ccc(N2CCOCC2)c(C(=O)Nc2cccc(C)c2)c1	.	-1.0	2.6	10.2	-3.2	0.9	.	24.2
COc1ccc(-c2nnc(NC(=O)c3c(OC)cccc3OC)s2)cc1	-6.0	-8.8	33.6	10.3	-5.1	-5.9	-10.9	4.0
CSCCC(NC(=O)C1CC1)c1nc2ccccc2[nH]1 (stereo not drawn)	.	-3.0	31.0	-2.7	4.2	1.7	7.3	.
CCCC(=O)Nc1ccc2c(c1)C(=O)N(C)C[C@@H](OC)[C@H](C)CN(C(=O)c1cnccn1)[C@@H](C)CO2	-13.7	0.3	-6.5	2.0	-0.8	-0.5	.	12.3
CCN(CC(=O)O)S(=O)(=O)c1cc(Cl)ccc1Cl	-15.6	0.6	5.0	.	-6.0	2.2	.	27.1
CC(C)c1ccc(OCC(=O)NCCO)cc1	-0.5	2.0	-5.9	-8.4	0.9	3.6	-13.9	18.4
COCCNC(=S)N1CCC(C(=O)c2ccc3c(c2)OCCO3)CC1	-34.1	.	.	-3.2	-5.9	.	-0.9	11.2
O=C(Nc1cccc(S(=O)(=O)C(F)F)c1)c1ccc(S(=O)(=O)N2CCCC2)cc1	6.9	10.2	-4.0	-9.4	7.1	-5.5	14.4	-7.3
C[C@H](O)C#Cc1ccc([C@@H]2[C@H](CO)N3CCCCN(C(=O)c4ccc(F)cc4)C[C@@H]23)cc1	-7.9	-2.8	.	-0.5	-6.9	-0.1	-11.3	-0.8
O=C(Nc1ccccc1F)N1C[C@H]2[C@@H](c3ccccc31)[C@H](CO)N2C(=O)c1ccc(F)cc1	9.9	0.6	3.0	1.7	-4.5	4.5	-37.7	-0.3
COc1cc(/C=C/C(=O)O)ccc1OS(=O)(=O)c1c(C)c(C)cc(C)c1C	30.9	1.2	16.1	9.0	-5.8	0.6	0.6	-9.4
